From PubChem BioAssay
DT40 TDP1 no CPT = qHTS for Inhibitors of human tyrosyl-DNA phosphodiesterase 1 (TDP1): qHTS in cells in absence of CPT; DT40 Tdp1-/- hTDP1 cells, no CPT, ATP luminescence, 48 h; Potency, µM (titrated, usually from 46.2 µM), for the others: at the top dose activity change, negative = growth inhibition, usual class: inhibitors; 15% of 420,000 active; AID 686978, 2013; also: nearly all actives have a fitted effect of over 55% in size
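Camptothecin absent (DMSO only). Human TDP1-complemented DT40 knockout cells, 400 cells/well, 37 °C for minimum 48 hr; ATP measured via CellTiter-Glo, 30 min dark incubation, luminescence.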
DT40 TDP1 CPT = qHTS for Inhibitors of human tyrosyl-DNA phosphodiesterase 1 (TDP1): qHTS in cells in presence of CPT; chicken DT40 Tdp1-/-;hTDP1 cells + 20 nM CPT, ATP luminescence, 48 h; Potency, µM (top dose mostly 46.2 µM), without a hit: at the top dose activity change, negative = growth inhibition, hits mostly inhibitors; 12% of 420,000 active; AID 686979, 2013; also: nearly all actives have a fitted effect of over 55% in size
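Cell growth measured by CellTiter-Glo luminescence after a minimum 48 h, 37 C compound exposure with 20 nM CPT in Tdp1-knockout DT40 cells stably expressing hTDP1, seeded 400/well; qHTS titration format.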
TDP1 inh = qHTS Assay for Inhibitors of Tyrosyl-DNA Phosphodiesterase (TDP1). 0.28% of 350,000 active. Potency, µM (series often up to 130 µM), for inactives: at the highest dose activity change, negative = inhibition, hits mostly inhibitors. recombinant TDP1, AlphaScreen DNA substrate cleavage. AID 485290, 2010. Tyrosyl-DNA phosphodiesterase 1 (Homo sapiens), Q9NUW8; also: nearly all actives have a fitted effect of over 40% in size
Target sequence (Q9NUW8 whole entry, looked up): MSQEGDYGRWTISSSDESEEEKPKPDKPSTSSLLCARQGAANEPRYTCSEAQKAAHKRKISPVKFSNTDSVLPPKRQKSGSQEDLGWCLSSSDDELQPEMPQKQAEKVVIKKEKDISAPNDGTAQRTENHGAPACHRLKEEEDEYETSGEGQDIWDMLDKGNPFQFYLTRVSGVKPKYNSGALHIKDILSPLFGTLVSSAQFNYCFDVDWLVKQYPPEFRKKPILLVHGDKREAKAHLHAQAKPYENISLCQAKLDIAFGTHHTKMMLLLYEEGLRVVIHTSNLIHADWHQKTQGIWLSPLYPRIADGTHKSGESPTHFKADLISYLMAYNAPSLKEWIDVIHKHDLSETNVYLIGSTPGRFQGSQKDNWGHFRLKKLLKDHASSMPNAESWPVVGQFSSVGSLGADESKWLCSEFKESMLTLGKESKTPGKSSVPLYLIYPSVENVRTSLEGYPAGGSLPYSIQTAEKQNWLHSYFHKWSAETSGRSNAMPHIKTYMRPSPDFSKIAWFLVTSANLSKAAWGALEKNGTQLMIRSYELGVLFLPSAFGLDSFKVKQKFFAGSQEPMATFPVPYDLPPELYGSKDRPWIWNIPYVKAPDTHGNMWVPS
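Enzyme-compound mixtures sat 15 min at room temperature, followed by a 5 min reaction with 15 nM final substrate and 10 min with AlphaScreen beads. Recombinant human Tdp1 was used at 1 nM final.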
* marks the source's active call; other numbers are inactive results; u = inconclusive; x = no result given; & = joins results of further samples; [ ] = dose if it differs, or a comment. Calls follow the shape of the dose curve; as a rule, active = well fitted curve in the direction sought with a large enough effect; inconclusive = small, poorly fitted or top-dose-only effect, or another doubt; inactive = no such curve, though single readings can be large; an effect the other way counts as inactive or inconclusive. % is scaled to controls: 0 for no effect and ±100 for the full control effect; potency is read from the fitted curve at half-maximal effect.

cpd	structure	TDP1 inh	DT40 TDP1 no CPT	DT40 TDP1 CPT
1	O=C1c2ccccc2C(c2nnnn2-c2ccc3c(c2)OCCO3)N1CCCn1ccnc1 (stereo not given)	x	-13%	-1%
2	CCOC(=O)c1cnc2cc3c(cn2c1=O)CCCC3	2%	-16%	-9%
3	COc1ccc(Cn2c(C(F)(F)F)ccc(C(N)=O)c2=O)cc1	4%	1%	1%
4	COc1ccc(OC)c(C2C(C(N)=O)=C(C)Nc3nc(CCCO)nn32)c1 (stereo not given)	4%	-3%	-9%
5	COc1cc2c(cc1NC(=O)/C=C/c1ccc([N+](=O)[O-])cc1)oc1ccccc12	-3%	-19%	-27%
6	Cc1ccc(S(=O)(=O)NCCc2cc3ccc(C)c(C)c3[nH]c2=O)cc1	11%	18µM*	u
7	CC(=O)NCCn1c(SCc2ccccc2F)nc2ccccc2c1=O	7%	21µM*	16µM*
8	O=C(CCc1ccc(S(=O)(=O)N2CCOCC2)cc1)Nc1ccc2ccccc2c1	1%	u	u
9	COc1ccc2nc(/C(C#N)=C\c3ccc(Oc4ccc([N+](=O)[O-])cn4)cc3)[nH]c2c1	8%	u	u
10	COc1cc(/C=N\n2nnnc2N)ccc1OCc1ccc(F)cc1	1%	-20%	-8%
11	C=CCN(C(=O)CNC(=O)c1ccco1)C(C(=O)NC1CCCC1)c1cccs1 (stereo not given)	0%	-29%	-20%
12	Cc1cccc(CCNC(=O)C2CCN(S(=O)(=O)c3cccc4cccnc34)CC2)c1	1%	u	-30%
13	O=C(NCCC1=CCCCC1)c1c(O)nc2ccccn2c1=O	6%	15µM*	12µM*
14	O=C(CCc1nc2cccnc2n1Cc1ccccc1)N1CCOCC1	8%	-11%	-29%
15	CC(=O)Cc1nsc(Nc2ccc(C)cc2)n1	3%	u	u
16	COc1ccc(Cl)cc1NC(=O)C(C)Sc1nc2c(c(=O)[nH]1)CCCC2 (stereo not given)	0%	u	u
17	O=C(NCc1nnnn1-c1ccc(F)c(F)c1)c1ccc2ccccc2c1	1%	u	8%
18	O=C(NC1CC(=O)N(c2ccccc2)C1)c1cccs1 (stereo not given)	-3%	u	-14%
19	CCS(=O)(=O)N1Cc2ccccc2CC1C(=O)Nc1nnc(SCc2ccc(F)cc2)s1 (stereo not given)	-2%	u	u
20	CCC(=O)N1CCc2cc(S(=O)(=O)NCCC(=O)N3CCN(Cc4ccccc4)CC3)ccc21	2%	-28%	-14%
21	CCCN(CCC)CCCNc1ccc(C(=O)Nc2cccc(OC)c2)cc1[N+](=O)[O-]	4%	u	u
22	CCOc1ccc(NC(=S)Nc2ccccc2C2CC2)cc1	-1%	4.1µM*	5.8µM*
23	COc1ccc(CCCNC(=O)C2Cc3c(-c4ccc(NC(C)=O)cc4)ccnc3O2)cc1 (stereo not given)	x	18µM*	16µM*
24	CC(C)=CCN1CCN(Cc2c[nH]c3ccccc23)CC1CCO (stereo not given)	4%	u	u
25	Cc1ccnc(NC(=O)c2ccoc2C)c1	3%	u	-5%
26	COc1ccc(NC(=O)CSCCc2ccccn2)cc1OC	-3%	-7%	-1%
27	CCOC(=O)N1CCN(C(=O)C2CCC(CNS(=O)(=O)c3ccccc3)CC2)CC1 (stereo not given)	3%	u	-25%
28	Nc1ccc(-c2cc3ccccc3c(=O)o2)cc1	-4%	u	u
29	CCN1C(=O)N[C@@H](c2cccc(F)c2)C(C(C)=O)=C1C	16%[12.3 µM]	-22%	-28%
30	O=c1cc(CN2CCCCCC2)nc2sccn12	5%	u	u
31	COc1ccc(/C=N/NC(=O)c2ccc(N(C)S(=O)(=O)c3ccccc3)cc2)c(OC)c1	3%	u	-2%
32	CC1CCCC(C)N1CCCNC(=O)c1cc2c(=O)n(C)c3ccccc3c2n1C (stereo not given)	7%	u	u
33	CCn1ncc(/C=N\NC(=O)COc2ccccc2)c1C	0%	-25%	-19%
34	Cc1cccnc1NC(=O)CCc1c[nH]c2ccccc12	8%	0%	-21%
35	CN(C)C(=S)SCC(=O)NCc1ccc(F)cc1	-2%	1%	1%
36	N#CC1=C(SCC(N)=O)NC2=C(C(=O)c3ccccc32)C1c1ccc(Cl)cc1 (stereo not given)	4%	16µM*	29µM*
37	C[N+](C)(C)CCCCCNCC12CC3CC(CC(C3)C1)C2	4%	-2%	0%
38	CC(C)(C)[C@H]1COC(=O)CCC/C=C/C[C@H](CC(=O)NCCO)C(=O)N1	0%	14%	0%
39	CC(C)CCN1CCN(Cc2cccc3nonc23)CC1CCO (stereo not given)	2%	1%	-14%
40	N=c1n(Cc2ccccc2)c2ccccc2n1CC(O)COc1ccccc1 (stereo not given)	0%	6.5µM*	7.3µM*
41	Cc1cc(Cl)ccc1OCC(=O)NNC(=O)CCOc1ccccc1	1%[56.1 µM]	6%	-8%
42	O=C(NCCc1cccs1)C1CC(c2ccc([N+](=O)[O-])cc2)=NO1 (stereo not given)	10%	u	u
43	C#CCN(C[C@@H]1[C@@H](OC(=O)NCC2CCCCC2)[C@@H](OC(=O)NCC2CCCCC2)Cn2c(=O)ccc(=O)n21)S(=O)(=O)c1ccc(C)cc1	x	3.3µM*	2.9µM*
44	O=C1NC(CCc2ccccc2)C(=O)N1Cc1ccccc1Cl (stereo not given)	0%	u	u
45	CC(=O)N1CCCc2cc(S(=O)(=O)NCc3ccccc3Cl)ccc21	0%	u	u
46	Cc1nn(C)c(Oc2cccc(Cl)c2)c1C=O	-2%	-20%	u
47	CCc1c(C)nc(N2CCN(c3ccc(Cl)cc3)CC2)[nH]c1=O	x	u	u
48	Cc1nc(SC(C)C(=O)NCC2CCCO2)c2cc(-c3ccccc3)sc2n1 (stereo not given)	0%	15µM*	15µM*
49	COc1ccc(C(=O)NCc2nnc(SCC(=O)Nc3cc(C)cc(C)c3)o2)cc1OC	0%	-10%	5%
50	CCN1C[C@@H]2[C@@H]3C(=O)N(C)C(=O)[C@@H]3[C@](CC)(C1=O)N2C(=O)c1ccc(F)cc1	x	2%	2%
51	COc1ccc(-c2[nH]ncc2CN(C)Cc2ccccn2)c(OC)c1	3%	u	-20%
52	CN(C)S(=O)(=O)c1ccc(N2CCCC2)c(C(=O)N2CCC(C(N)=O)CC2)c1	2%	-4%	-5%
53	COc1ccc2nc(NC(=O)c3ccc4ncsc4c3)sc2c1	u	-23%	u
54	Cc1ccccc1S(=O)(=O)Nc1ncnc2sccc12	-14%	-17%	-8%
55	Cc1ccc(S(=O)(=O)CCSc2nc(C)cc(C(F)(F)F)c2C#N)cc1	-3%	u	u
56	CCN(CC)CCNC(=O)CNC(=O)c1nn(-c2ccc(OC)c(OC)c2)c(=O)c2ccccc12	x	-2%	-1%
57	Cc1ccc2nc(NC(=O)C3CC(=O)N(Cc4ccco4)C3)sc2c1 (stereo not given)	4%	-15%	-2%
58	O=C(C[n+]1ccc(/C=N/O)cc1)N1CCCCC1	-1%	-2%	-1%
59	Oc1c(CN2CCOCC2)ccc(CN2CCOCC2)c1O	x	u	u
60	Cc1ccc(S(=O)(=O)NC(=O)c2cc(C)n(-c3cc(S(=O)(=O)N4CCOCC4)ccc3N3CCCC3)c2C)cc1	8%	-17%	u

New compounds follow:
cpd	structure	TDP1 inh	DT40 TDP1 no CPT	DT40 TDP1 CPT
61	O=c1c2ccccc2ncn1-c1ccc(Br)cc1[N+](=O)[O-]	x	-3%	-29%
62	CCOc1ccc(CCNC(=O)CN2C(=O)c3cccnc3Oc3ccc(C)cc32)cc1OCC	0%	u	21µM*
63	CC(C)(C)OC(=O)N1CCC(C(=O)Nc2cccc(C(=O)NCc3ccccc3)c2)CC1	x	21µM*	23µM*
64	O=C(NCCC(F)(F)F)C1Cc2c(-c3cccc(F)c3)ccnc2O1 (stereo not given)	x	-19%	-17%
65	COc1ccc(C2CC(=O)Oc3c2c(=O)n(C)c2ccccc32)c(OC)c1OC (stereo not given)	-3%&1%	3%&1%	u
66	CCn1c(SCC(=O)NC2CCCC2)nnc1-c1cccnc1	x	-1%	8%
67	Fc1c(F)c(F)c(N=Cc2ccc3ncccc3c2)c(F)c1F	-5%	-1%	-2%
68	CC1=C(C(=O)Nc2ccccc2)C(c2cccnc2)n2ncnc2N1 (stereo not given)	8%	13%	-4%
69	NC(=O)CCC(NC(=O)c1ccc(Cl)cc1)C(=O)O (stereo not given)	8%	13%	1%
70	CCN(CC(=O)NCc1cccs1)C(=O)c1cc(=O)[nH]c2ccccc12	0%	-1%	-4%
71	CCOC(=O)/C(C#N)=C/c1c(N2CCN(C)CC2)nc2ccccn2c1=O	x	-14%	5%
72	Cc1ccc(NC(=O)Cn2ncc(Cl)c(Cl)c2=O)cc1S(=O)(=O)N1CCCCC1	-1%	3.3µM*	7.3µM*

A few values from the results shown.
DT40 TDP1 CPT result of CCOc1ccc(CCNC(=O)CN2C(=O)c3cccnc3Oc3ccc(C)cc32)cc1OCC is entered as 21µM*
DT40 TDP1 no CPT result of CCn1c(SCC(=O)NC2CCCC2)nnc1-c1cccnc1 is entered as -1%
DT40 TDP1 CPT result of O=c1c2ccccc2ncn1-c1ccc(Br)cc1[N+](=O)[O-] is entered as -29%

(continued)
cpd	structure	TDP1 inh	DT40 TDP1 no CPT	DT40 TDP1 CPT
73	CCn1c(COc2ccccc2C)nnc1SCC(=O)N1CCN(c2ccccc2)CC1	6%	23µM*	u
74	COc1cccc(-c2noc(-c3cc(C(C)C)[nH]n3)n2)c1OC	5%	u	u
75	CCc1nnc(SCC(=O)Nc2cccc(C(F)(F)F)c2)c2cc3oc(C)cc3n12	-3%	u	u
76	O=C(c1ccc(-c2ccc([N+](=O)[O-])cc2)o1)N1CCCC(C(F)(F)F)C1 (stereo not given)	1%	u	u
77	N#CC1=C2SCN(C3CCCCC3)CN2C(=O)CC1c1c(F)cccc1Cl (stereo not given)	0%	u	u
78	CCOC(=O)c1[nH]c(C)c(C(=O)OCC(=O)NC(C)c2ccc(F)cc2)c1C (stereo not given)	-6%	1.2µM*	1.6µM*
79	Nc1nc(SCC(=O)N2N=C3/C(=C/c4ccco4)CCCC3C2c2ccco2)n[nH]1 (stereo not given)	9%	-23%	-26%
80	COc1cc(OC)c2c(-c3cccc(-c4ccc(CO)cc4)c3)cc(=O)oc2c1	1%[56.1 µM]	0.58µM*	1.3µM*
81	Cc1cccc(Cn2cc(/C=C(/C#N)C(=O)Nc3cccc(Cl)c3)c3ccccc32)c1	2%[2.28 µM]	u	-26%
82	COc1ccc(CN2C(=O)N(c3cccc(C)c3)C(=O)C2CC(=O)Nc2ccc(F)cc2)cc1OC (stereo not given)	1%	u	-15%
83	O=C(CSc1nc2c(cnn2-c2ccc(F)cc2)c(=O)[nH]1)Nc1ccccc1C(F)(F)F	u	-23%	-25%
84	O=C(NCC1CCN(Cc2ccccc2F)CC1)Nc1ccc(F)c(Cl)c1	-6%[12.3 µM]	u	u

Profiles, looked up by structure. Screens in order: TDP1 inh	DT40 TDP1 no CPT	DT40 TDP1 CPT
O=c1c2ccccc2ncn1-c1ccc(Br)cc1[N+](=O)[O-] reads x	-3%	-29%
COc1ccc(Cl)cc1NC(=O)C(C)Sc1nc2c(c(=O)[nH]1)CCCC2 (stereo not given) reads 0%	u	u

Part of the list above in order of molecular weight, smallest number first.
cpd	structure	TDP1 inh	DT40 TDP1 no CPT	DT40 TDP1 CPT
78	CCOC(=O)c1[nH]c(C)c(C(=O)OCC(=O)NC(C)c2ccc(F)cc2)c1C (stereo not given)	-6%	1.2µM*	1.6µM*
79	Nc1nc(SCC(=O)N2N=C3/C(=C/c4ccco4)CCCC3C2c2ccco2)n[nH]1 (stereo not given)	9%	-23%	-26%
73	CCn1c(COc2ccccc2C)nnc1SCC(=O)N1CCN(c2ccccc2)CC1	6%	23µM*	u
82	COc1ccc(CN2C(=O)N(c3cccc(C)c3)C(=O)C2CC(=O)Nc2ccc(F)cc2)cc1OC (stereo not given)	1%	u	-15%

Carrying on:
cpd	structure	TDP1 inh	DT40 TDP1 no CPT	DT40 TDP1 CPT
85	COc1ccc(S(=O)(=O)NCc2ccc3c(c2)cc(C)n3C)cc1	9%	-28%	-9%
86	O=C(N1CCOCC1)C12CC3CC(C1)CC(n1cnc(Cl)n1)(C3)C2	1%	-11%	-5%
87	COc1ccc(S(=O)(=O)n2ccnc2C)c(C)c1C	x	21%	-8%
88	CCCC(=O)c1c[nH]c(C(=O)NCCc2ccccn2)c1	-1%	-22%	-2%

No enrichment for hits; about 18% have a hit in one of these screens.
